# Sm TGR inh: blocks Schistosoma mansoni thioredoxin glutathione reductase. AID 485364. purified TGR, DTNB reduction, TNB absorbance 405 nm. Potency, µM (top dose mostly 114 µM), without a hit: at the top dose activity change, negative = inhibition, actives largely listed as inhibitors. 360,000 tested, 3% active. Q962Y6; further: potency means the concentration at half of the fitted maximal effect; nearly all actives have a fitted effect of over 60% in size
#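 First, TGR (20 nM dispensed) and NADPH were mixed with compound. Second, a 15 min room-temperature incubation followed. Third, further NADPH and then DTNB were added to start the reaction. Finally, TNB absorbance was monitored kinetically.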
# AmpC detergent: blocks E. coli AmpC beta-lactamase in detergent assay. P00811. AmpC hydrolysis of nitrocefin, absorbance 480 nm, 0.01% Triton. Potency, µM (doses to about 114 µM), without a hit: top-dose activity change, negative = inhibition, most hits filed as inhibitors. 370,000 tested, 0.041% active. AID 485294;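 further: potency means the concentration at half of the fitted maximal effect; 0% = no-compound wells and -100% = no-enzyme wells; nearly all actives have a fitted effect of over 25% in size; some results filed as inactive show a strong effect at the top dose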
# Target sequence (P00811 whole entry, looked up): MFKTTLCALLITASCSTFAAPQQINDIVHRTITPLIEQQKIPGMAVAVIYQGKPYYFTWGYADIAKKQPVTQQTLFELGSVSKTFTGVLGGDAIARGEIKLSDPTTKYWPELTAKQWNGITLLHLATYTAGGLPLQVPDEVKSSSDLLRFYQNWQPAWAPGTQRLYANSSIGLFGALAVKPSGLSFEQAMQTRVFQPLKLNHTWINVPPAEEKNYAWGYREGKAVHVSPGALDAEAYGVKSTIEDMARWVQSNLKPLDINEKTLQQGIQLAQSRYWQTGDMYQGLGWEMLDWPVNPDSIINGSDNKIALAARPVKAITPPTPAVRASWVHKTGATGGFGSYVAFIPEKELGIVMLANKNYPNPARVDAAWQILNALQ
#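 20 mM phosphate pH 7.0 + 0.01% (detergent screen) or 0.0001% Triton X-100; 5.3 nM AmpC reagent; cpd preinc 15 min RT; nitrocefin (800 uM stock) to start; A480 q20 s × 4 min; Activity was normalised to no-enzyme and no-compound control wells.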
# HCMV inh: human cytomegalovirus inhibition; HFF cells, HCMV-luciferase reporter, 72 h; stronger effect = lower value; activity change, negative = inhibition, % at 57.5 µM; 410,000 tested, 4.5% active; AID 1259415; in the data active means activity change below about -60%; inconclusive means no clear call, values can overlap the other calls; inactive means above about -39%
#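 Human foreskin fibroblasts infected with luciferase-reporter HCMV at MOI 1 PFU/cell, compounds at two doses. Luciferase measured 72 h post infection; normalized to buffer-only basal and Salinomycin (10uM) controls.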
# AMA1 RON2 block: inhibitors of Plasmodium falciparum AMA1-RON2 interaction; AlphaScreen AMA1-biotinylated RON2 peptide binding; Potency, µM (series often up to 58.2 µM), for the others: at the highest dose activity change, negative = inhibition, actives largely listed as inhibitors; 360,000 tested, 0.2% active; AID 720542;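 further: potency means the concentration at half of the fitted maximal effect; 0% = vehicle wells and -100% = peptide control; nearly all actives have a fitted effect of over 45% in size; some results filed as inactive show a strong effect at the top dose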
#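 AMA1 (3D7) with his tag at 25 nM final met compounds first, then biotinylated RON2 peptide at 25 nM; detection used donor plus acceptor beads, 10 µg/mL apiece, read by AlphaScreen after 30 min at room temperature.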
# AmpC inh no detg: blocks E. coli AmpC beta-lactamase in detergent-free assay. P00811. AmpC nitrocefin hydrolysis, absorbance 480 nm, 0.0001% Triton. Potency, µM (highest dose often 57.1 µM), without a hit: top-dose activity change, negative = inhibition, hits mostly inhibitors. 330,000 tested, 0.52% active. AID 485341;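 further: potency means the concentration at half of the fitted maximal effect; plate controls were no compound for no effect and no enzyme for full effect; nearly all actives have a fitted effect of over 20% in size; some results filed as inactive show a strong effect at the top dose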
#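 20 mM phosphate pH 7.0 + 0.01% (detergent screen) or 0.0001% Triton X-100; 5.3 nM AmpC reagent; cpd preinc 15 min RT; nitrocefin (800 uM stock) to start; A480 q20 s × 4 min; Activity was normalised to no-enzyme and no-compound control wells.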
# LmPK inh: blocks Leishmania mexicana pyruvate kinase activity; 290,000 tested, 0.37% active; Potency, µM (doses to about 57.5 µM), inactives show at the top dose activity change, negative = inhibition, most hits filed as inhibitors; Q27686; purified LmPK, Kinase-Glo ATP luminescence, 1 h; further: potency means the concentration at half of the fitted maximal effect
# Target sequence (Q27686 whole entry, looked up): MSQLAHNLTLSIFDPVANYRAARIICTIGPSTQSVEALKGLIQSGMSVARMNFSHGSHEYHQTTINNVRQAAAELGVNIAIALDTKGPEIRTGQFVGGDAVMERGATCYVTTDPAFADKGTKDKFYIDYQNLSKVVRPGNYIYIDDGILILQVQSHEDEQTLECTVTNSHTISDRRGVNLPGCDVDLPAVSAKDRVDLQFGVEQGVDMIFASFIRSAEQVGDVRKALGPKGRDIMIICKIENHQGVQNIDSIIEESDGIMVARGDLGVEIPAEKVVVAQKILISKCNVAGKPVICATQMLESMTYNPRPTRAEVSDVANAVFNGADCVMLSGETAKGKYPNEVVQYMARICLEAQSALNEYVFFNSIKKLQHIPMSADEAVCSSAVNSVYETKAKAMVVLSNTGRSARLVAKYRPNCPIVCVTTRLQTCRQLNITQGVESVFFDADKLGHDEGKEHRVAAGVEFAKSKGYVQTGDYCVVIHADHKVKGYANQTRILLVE
#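 0.1 nM LmPK, 0.5 mM PEP, 0.1 mM ADP; 50 mM imidazole pH 7.2, 7 mM MgCl2, 50 mM KCl; 1 h RT. Kinase-Glo luminescence readout, normalized to no-enzyme (full inhibition) and uninhibited wells.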
# TbPYK inhibitor: T. brucei pyruvate kinase inhibition; Q57TT1; TbPYK enzyme, Kinase-Glo Plus ATP luminescence, 45 min; 410,000 tested, 0.12% active; Potency, µM (top dose mostly 76.8 µM), inactives show top-dose activity, negative = inhibition, actives largely listed as inhibitors; further: potency means the concentration at half of the fitted maximal effect; nearly all actives have a fitted effect of over 50% in size
#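 Readout: single end-point luminescence (Kinase-Glo Plus, 10 min). Reaction conditions were TbPYK/substrate plus 130 uM ADP, 45 min at RT, pH 7.2 TEA buffer. No-enzyme wells served as controls, and data were normalized before concentration-response fitting.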
# * marks the source's active call; other numbers are inactive results; ? = inconclusive; . = no result given; [ ] = dose if it differs, or a comment. Unless noted, the call rests on the fitted dose curve; in most records, active means well fitted curve in the direction sought with a large enough effect; inconclusive means small, poorly fitted or top-dose-only effect, or another doubt; inactive means no such curve, though single readings can be large; an effect the other way counts as inactive or inconclusive. Unless noted, on the % scale 0 is the no-effect control and ±100 the full control effect.
# Values in the order – Sm TGR inh | AmpC detergent | HCMV inh | AMA1 RON2 block | AmpC inh no detg | LmPK inh | TbPYK inhibitor
COCCNC(=O)C1Cc2c(-c3cccc(NC(C)=O)c3)ccnc2O1 (stereo not given)
 : . | . | 22 | -4% | . | . | -3%
O=C(O)C1CC=CCC1C(=O)Nc1ccc(F)c(F)c1 (stereo not given)
 : -4% | ? | -21 | 8% | -1% | 2% | 1%
COc1ccc(NC(=O)Nc2sc(=S)n(C)c2C)cc1
 : . | 5% | 13 | -2% | -36% | 3% | -7%
O=C(CCS(=O)(=O)c1ccccc1)Nc1ncc([N+](=O)[O-])s1
 : 45µM* | ? | ? | 2% | -3% | 3% | 1%
O=C1OCCN1c1ccccc1
 : . | . | 9 | -5% | . | . | 6%
CCCOc1ccc(N2C(=O)CC(N(Cc3ccco3)C(C)=O)C2=O)cc1 (stereo not given)
 : . | 7% | -8 | -4% | -1% | -3% | -4%
CCOc1cc(N2CCOCC2)c(OCC)cc1NC(C)C(=O)N1CCN(CC)CC1 (stereo not given)
 : -33% | -5% | 7 | -16% | -21% | -7% | 5%
Cc1nc2ccc(S(=O)(=O)NC(C(=O)N3CCN(c4cccc(Cl)c4)CC3)C(C)C)cc2s1 (stereo not given)
 : -2% | 5% | -21 | . | . | . | -2%
CCOC(=O)[C@H]1[C@H]2COc3ccc(OC)cc3[C@@H]2N2C(=O)CN(Cc3ccc(F)cc3)C(=O)[C@@]12C
 : -8% | -1% | -19 | 1% | 136%[activator] | . | -13%
CC(NC(=O)c1cc(S(=O)(=O)N(C)C)ccc1Cl)c1ccc(-n2ccnc2)cc1 (stereo not given)
 : -2% | 1% | -6 | -6% | -18% | 2% | -3%
Cc1cnc(NC(=O)COc2ccccc2Cl)s1
 : -25% | ? | -33 | 16% | -22% | ? | -5%
O=C(NC1(C(F)(F)F)C(=O)Nc2c1c(=O)[nH]c(=O)n2Cc1ccccc1)c1ccc(Cl)cc1 (stereo not given)
 : -16% | 2% | -10 | -1% | -22% | 7% | -1%
O=C(CC1CCCCC1)Nc1ccccc1-c1ccccc1
 : 5% | ? | -8 | 9% | -23% | 0% | 4%
CCN(CC)CCCOC(=O)C(c1ccccc1)c1ccccc1
 : 7% | -14% | -27 | 7% | 0% | 0% | -6%
CCN(CC)S(=O)(=O)c1ccc(NC2c3ccccc3C(=O)N2Cc2ccco2)cc1 (stereo not given)
 : 22µM* | -12% | -20 | -12% | 1% | 3% | -22%
CC1CCCCC1N(C)C1CCN(C(=O)CNC(=O)/C=C/c2cccc(Cl)c2)CC1 (stereo not given)
 : 35µM* | 2% | -100* | 6% | 7% | -3% | 3%
Cc1ccc(C(=O)NC(=S)N(C)C2CCCCC2)cc1
 : 4% | 1% | 5 | 92%[activator] | -27% | -2% | -17%
CCS(=O)(=O)c1ccc2oc(SCC(=O)Nc3ccc(OC)cc3)nc2c1
 : 0% | 4% | -17 | 23% | -12% | -15% | -1%
COc1ccc(CCNC(=S)N2CCC(Cc3ccccc3)CC2)cc1OC
 : 0% | -1% | -14 | -5% | 23% | 3% | 0%
COc1ccc(NC(=S)NCc2ccc(Cl)cc2)c(OC)c1
 : -22% | -13% | 19 | 6% | -20% | -2% | 1%
C#CCn1cc[n+](CC(=O)N(C)C)c1
 : -3% | ? | 36 | 8% | -23% | 2% | -4%
Cc1oc2ncnc(N3CCCCC3)c2c1C(=O)NCC1CCN(Cc2ccc(F)cc2)CC1
 : 0% | 22% | 9 | . | . | . | -5%
CCCc1cnc2c(c1SCc1cccc(F)c1)c(=O)n(C)c(=O)n2C
 : 10% | -1% | -3 | . | . | . | -28%
COc1cc(/C=C/c2cc(C(=O)O)c3ccccc3n2)ccc1OC(F)F
 : -26% | 2% | -8 | 0% | -23% | 3% | -5%
O=C(NCc1ccccc1)/C(=C/c1cccc([N+](=O)[O-])c1)NC(=O)c1ccco1
 : -13% | -7% | -28 | 0% | -12% | 5% | -13%
CC(=O)c1ccc(Nc2cc(C)nc3ccc(C)cc23)cc1
 : -23% | 3% | -1 | 8% | -20% | 1% | 1%
CC1CCN(CC(=O)Nc2cccc(C(=O)Nc3cccc(C(F)(F)F)c3)c2)CC1
 : 0% | -7% | -8 | 9% | 47% | -1% | 4%
CC(NC(=O)COc1ccccc1Cl)c1ccccc1 (stereo not given)
 : 11% | -8% | -39 | 82%[activator] | -1% | -5% | -2%
Cc1ccccc1NC(=O)Nc1nc(CN(C)C)cs1
 : . | . | -9 | 56%[activator] | . | . | 2%
CCOC(=O)c1c(C)[nH]c(C)c1C(=O)COC(=O)CSc1ccc(C)cc1
 : . | . | 91 | -5% | -19% | . | 2%
O=C(O)c1cccc(CN2C(=O)SC(Nc3ccccc3)C2=O)c1 (stereo not given)
 : 0% | -15% | 63 | 24% | -7% | 0% | -9%
Cc1nn2c(NCCN3CCOCC3)c3c(nc2c1-c1ccccc1)CCCC3
 : 4% | -10% | ? | 51%[activator] | 117%[activator] | 1% | 1%
CCOc1cc(CN2CCN(CCOCCO)CC2)ccc1OC
 : 6% | -6% | 23 | -5% | -12% | 3% | -2%
Cc1cc(NCc2ccc3c(c2)OCO3)n2nc(C)nc2n1
 : 1% | ? | 9 | 4% | -11% | 5% | -3%
Cc1ccc2c(c1)N(CC(=O)OCC(=O)NCc1ccccc1)C(=O)CO2
 : 0% | 6% | 0 | ? | 16% | 10% | 1%
Nc1cc(=O)nc(SCC(=O)Nc2ccc(F)cc2)n1CCc1ccccc1
 : -2% | 1% | 23 | . | . | . | 11%
CCOC(=O)c1cc(-c2ccc(/C=N\n3cnnc3)o2)ccc1Cl
 : -9% | 3% | -1 | -2% | 6% | -4% | -6%
CC(C)NC(=O)Cn1c(SCC(=O)N2CCc3ccccc3C2)nc2ccccc21
 : 9% | -4% | 22 | -3% | -20% | 0% | ?
CN(C)CCCN(C(=O)/C=C/c1cccs1)c1nc2ccc(F)cc2s1
 : 7% | 2% | ? | -10% | 107%[activator] | 1%[11.5 µM] | 1%
Cn1ccc2c(N3CCC3)cc3c(c21)C1CCC3O1 (stereo not given)
 : . | . | 23 | -15% | . | . | 0%
CC(C)OP(=O)(Nc1cccc2ccccc12)OC(C)C
 : -19% | ? | -6 | 11% | 37% | -4% | -6%
CCCCCCn1cc(CN2CC(N3CCCC3)CS2(=O)=O)nn1 (stereo not given)
 : . | . | -7 | 3% | . | . | -3%
COc1ccc(-c2nc(-c3cccs3)c(-c3cccs3)[nH]2)cc1O
 : -12% | -2% | 6 | -16% | -45% | -13% | -6%
Cc1cc(Cl)ccc1OCC(=O)Nc1ccc2oc(=O)ccc2c1
 : 1% | ? | 8 | 0% | -21% | -2% | 2%
Cc1c(C(=O)C(=O)N2CCC3(CC2)OCCO3)c2ccccc2n1C
 : 12% | 2% | -14 | -12% | -4% | 3% | 5%
CCOC(=O)CC(=O)Nc1ccc(C)cc1
 : 2% | 3% | -20 | 9% | -17% | -3% | 1%
CC(=O)Nc1ccc(NC(=O)C(C)OC(=O)CCC2CCCCC2)cc1 (stereo not given)
 : 5% | -2% | 8 | -2% | 24% | 2% | 6%
CCOC(=O)N1CCN(C2=C(NS(=O)(=O)c3ccc(Br)cc3)C(=O)c3ccccc3C2=O)CC1
 : . | . | -27 | ? | . | . | -12%
O=C(CCSCc1cccc(Cl)c1)NCCc1ccccc1
 : 10% | -5% | -12 | -3%[11.6 µM] | 1% | 1% | 2%
CC(=O)OC1CCC2(C)C(=CCC3C4CC(=O)N(O)C(=O)C4(C)CCC32)C1 (stereo not given)
 : . | . | 18 | -6% | . | . | 5%

# A second format for part of the listing above:
Structure	Sm TGR inh	AmpC detergent	HCMV inh	AMA1 RON2 block	AmpC inh no detg	LmPK inh	TbPYK inhibitor
O=C(O)c1cccc(CN2C(=O)SC(Nc3ccccc3)C2=O)c1 (stereo not given)	0%	-15%	63	24%	-7%	0%	-9%
Cc1nn2c(NCCN3CCOCC3)c3c(nc2c1-c1ccccc1)CCCC3	4%	-10%	?	51%[activator]	117%[activator]	1%	1%
CCOc1cc(CN2CCN(CCOCCO)CC2)ccc1OC	6%	-6%	23	-5%	-12%	3%	-2%
Cc1cc(NCc2ccc3c(c2)OCO3)n2nc(C)nc2n1	1%	?	9	4%	-11%	5%	-3%
Cc1ccc2c(c1)N(CC(=O)OCC(=O)NCc1ccccc1)C(=O)CO2	0%	6%	0	?	16%	10%	1%
Nc1cc(=O)nc(SCC(=O)Nc2ccc(F)cc2)n1CCc1ccccc1	-2%	1%	23	.	.	.	11%
CCOC(=O)c1cc(-c2ccc(/C=N\n3cnnc3)o2)ccc1Cl	-9%	3%	-1	-2%	6%	-4%	-6%
CC(C)NC(=O)Cn1c(SCC(=O)N2CCc3ccccc3C2)nc2ccccc21	9%	-4%	22	-3%	-20%	0%	?
CN(C)CCCN(C(=O)/C=C/c1cccs1)c1nc2ccc(F)cc2s1	7%	2%	?	-10%	107%[activator]	1%[11.5 µM]	1%
Cn1ccc2c(N3CCC3)cc3c(c21)C1CCC3O1 (stereo not given)	.	.	23	-15%	.	.	0%
CC(C)OP(=O)(Nc1cccc2ccccc12)OC(C)C	-19%	?	-6	11%	37%	-4%	-6%
CCCCCCn1cc(CN2CC(N3CCCC3)CS2(=O)=O)nn1 (stereo not given)	.	.	-7	3%	.	.	-3%
COc1ccc(-c2nc(-c3cccs3)c(-c3cccs3)[nH]2)cc1O	-12%	-2%	6	-16%	-45%	-13%	-6%
Cc1cc(Cl)ccc1OCC(=O)Nc1ccc2oc(=O)ccc2c1	1%	?	8	0%	-21%	-2%	2%
Cc1c(C(=O)C(=O)N2CCC3(CC2)OCCO3)c2ccccc2n1C	12%	2%	-14	-12%	-4%	3%	5%
CCOC(=O)CC(=O)Nc1ccc(C)cc1	2%	3%	-20	9%	-17%	-3%	1%
CC(=O)Nc1ccc(NC(=O)C(C)OC(=O)CCC2CCCCC2)cc1 (stereo not given)	5%	-2%	8	-2%	24%	2%	6%

# Bioassay records as filed in PubChem.

# Not a hit list, and some 7.4% of all compounds hit somewhere here.
